Source: PubChem
NTMT1 inhibitor = blocks human N-terminal methyltransferase 1 activity; NTMT1 MTase-Glo SAH luminescence, purified enzyme; Q9BV86; hit rate 2.5% among 59,000; Potency, µM (top dose mostly 114 µM), for the others: at the top dose activity change, negative = inhibition, most hits filed as inhibitors; AID 1645870;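 note: plate controls were DMSO vehicle for no effect and no enzyme for full effect; nearly all actives have a fitted effect of over 65% in size; many of its hits are not listed in these tables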
Target sequence (Q9BV86 whole entry, looked up): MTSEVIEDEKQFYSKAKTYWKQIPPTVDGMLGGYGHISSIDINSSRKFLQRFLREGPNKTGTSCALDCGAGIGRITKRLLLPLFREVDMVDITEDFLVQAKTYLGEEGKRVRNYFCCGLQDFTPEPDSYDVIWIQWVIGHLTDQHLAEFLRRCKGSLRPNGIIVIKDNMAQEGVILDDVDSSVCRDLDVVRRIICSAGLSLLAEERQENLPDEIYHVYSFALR
FH mod = Identification of activators of human fumarate hydratase by quantitative high-throughput screening; Fumarate hydratase, mitochondrial (Homo sapiens), P07954; Potency, µM (doses to about 79.9 µM), without a hit: top-dose activity change, negative = inhibition, actives largely listed as inhibitors; FH coupled MDH/diaphorase resazurin fluorescence, 15 min; AID 1347055, 2019; hit rate 0.22% among 54,000; note: the screen sought activators but most active calls are inhibition curves; nearly all actives have a fitted effect of over 45% in size
Target sequence (P07954 whole entry, looked up): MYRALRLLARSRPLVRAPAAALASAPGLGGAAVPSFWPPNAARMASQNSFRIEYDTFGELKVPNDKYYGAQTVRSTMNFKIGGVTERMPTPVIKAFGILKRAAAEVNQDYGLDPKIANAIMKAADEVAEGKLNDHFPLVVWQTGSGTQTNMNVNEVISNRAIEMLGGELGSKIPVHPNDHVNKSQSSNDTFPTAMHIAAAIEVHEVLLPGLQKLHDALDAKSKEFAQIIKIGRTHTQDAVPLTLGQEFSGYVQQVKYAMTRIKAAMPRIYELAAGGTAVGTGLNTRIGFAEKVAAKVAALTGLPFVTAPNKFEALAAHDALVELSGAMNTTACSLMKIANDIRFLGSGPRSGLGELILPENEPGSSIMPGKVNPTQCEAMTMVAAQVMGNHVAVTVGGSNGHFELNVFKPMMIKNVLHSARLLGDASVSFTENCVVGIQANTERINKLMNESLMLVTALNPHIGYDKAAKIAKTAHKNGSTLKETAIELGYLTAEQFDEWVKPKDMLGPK
The depositor's hits bear a star; ? = inconclusive; & = joins results of further samples; [ ] = remark or other dose. Calls come from the whole dose curve; as a rule, active = well fitted curve in the direction sought with a large enough effect; inconclusive = small, poorly fitted or top-dose-only effect, or another doubt; inactive = no such curve, though single readings can be large; an effect the other way counts as inactive or inconclusive. Unless noted, % is set by controls: 0 for no effect and ±100 for the full control effect; potency is the fitted concentration of half-maximal effect. An excerpt, so the mix of outcomes need not match the whole.

Results follow in this order: NTMT1 inhibitor	FH mod
- CC1=C(C(=O)O)N2C(=O)[C@@H](NC(=O)[C@H](N)c3ccccc3)[C@H]2SC1
  -18.5%[57.5 µM]	2.0%[53.3 µM]
- Cc1onc(-c2ccccc2)c1C(=O)N[C@@H]1C(=O)N2[C@@H](C(=O)O)C(C)(C)S[C@@H]12
  5.4%[57.5 µM]	8.5%[53.3 µM]
- Cc1[nH]c2ccccc2c1C1=C(NCCc2ccc(F)cc2)C(=O)N(C)C1=O
  -10.1%[57.5 µM]	-16.5%
- CCCCCCOC(=O)/N=C(\N)c1ccc(NCc2nc3cc(C(=O)N(CCC(=O)OCC)c4ccccn4)ccc3n2C)cc1
  7.1%[57.5 µM]	-13.1%
- Fc1ccc(C(c2ccc(F)cc2)N2CCN(C/C=C/c3ccccc3)CC2)cc1
  ?	?
- CCCCCCCCCCCCCCCCCCCCCCO
  30.5%&18.0%[activator][57.5 µM]	-0.4%[53.3 µM]
- COCCCNC(=O)c1ccc(Cn2c(=O)c3ccccc3n(Cc3ccc(C(C)C)cc3)c2=O)cc1
  19.6%[57.5 µM]	?
- CC12CCC3c4ccc(OC5OC(C(=O)O)C(O)C(O)C5O)cc4CCC3C1CCC2O (stereo not given)
  21.7%[57.5 µM]	3.9%
- Nc1c(CC(=O)O)cccc1C(=O)c1ccc(Br)cc1
  42.5%[activator][57.5 µM]	-9.1%[53.3 µM]
- C[C@]12C=CC(=O)C=C1CC[C@@H]1[C@@H]2C(=O)C[C@@]2(C)[C@H]1CC[C@]2(O)C(=O)CO
  ?	-8.9%[20.6 µM]
- C=C1CCC2C(C)(C)CCC[C@]2(C)[C@H]1C/C=C(\CO)C(=O)C(=O)O (stereo not given in full)
  2.4%[29.8 µM]	6.8%[53.3 µM]
- CCCCC(=O)N1c2ccccc2NC2=C(C(=O)CCC2)C1c1ccccc1Cl (stereo not given)
  3.0%[57.5 µM]	-0.5%
- CC/C=C\[C@H](O)[C@H](O)C1=C(C)C(=O)[C@]2(O1)C(=O)N[C@@](O)(C(=O)c1ccccc1)[C@@H]2O
  ?	-4.3%[53.3 µM]
- COc1cc(/C=C/C(=O)O)ccc1O[C@@H]1O[C@H](CO)[C@@H](O)[C@H](O)[C@H]1O[C@@H]1OC[C@](O)(CO)[C@H]1O
  7.7%[29.8 µM]	6.5%[53.3 µM]
- C#CCN(Cc1cc2c(=O)n(C)c(CN3CCN(C)CC3)nc2cc1Cl)c1ccc(C(=O)NCc2cccnc2)cc1
  0.6%[57.5 µM]	5.1%
- C=C1CC[C@H]2[C@@](C)(CCC(O)[C@@]2(C)CO)[C@@H]1CCC1=CCOC1=O (stereo not given in full)
  7.5%[29.8 µM]	-1.1%[53.3 µM]
- O=C1NC(=O)C(=Cc2ccc(-c3ccc(F)cc3)o2)S1
  21.5µM*	-16.4%[53.3 µM]
- COc1ccc(-c2c(C)nn3c(NCCN4CCOCC4)cc(C)nc23)cc1OC
  -12.9%[57.5 µM]	-0.5%
- COc1cc(/C=C/C(=O)OC2CC3CCC2(C)C3(C)C)ccc1O (stereo not given)
  1.2%[29.8 µM]	-7.7%[53.3 µM]
- CC(=O)OC(C)C(C)(O)C(=O)O[C@@H]1CC[C@]2(C)CC(=O)C(=C(C)C)C[C@H]2[C@]1(C)OC(C)=O (stereo not given in full)
  -6.4%[29.8 µM]	3.2%[53.3 µM]
- C=C1CC[C@H]2[C@@H](/C=C(\C)C(=O)[C@@]3(OC(C)=O)C[C@H](C)[C@H](OC(C)=O)[C@@H]3[C@H]1OC(C)=O)C2(C)C
  13.2%[29.8 µM]	-0.8%[53.3 µM]
- CC(C)C[C@H](CC(=O)NO)C(=O)N[C@@H](Cc1ccc2ccccc2c1)C(=O)N[C@@H](C)C(=O)NCCN
  7.0%[57.5 µM]	10.3%
- Cc1cc(O)c2ccccc2c1O
  ?	?
- O=C(O)c1ccc(O)c2ncc(N3CCCN(CCc4cccc5ccccc45)CC3)cc12
  37.8%[activator][57.5 µM]	7.4%
- Cc1ncc([N+](=O)[O-])n1CC(O)CCl (stereo not given)
  14.5%[57.5 µM]	5.4%[53.3 µM]
- CN[C@@H]1[C@@H](O)[C@@H](O[C@@H]2[C@@H](O)[C@H](O[C@H]3O[C@H](CN)[C@@H](O)[C@H](O)[C@H]3O)[C@@H](N)C[C@H]2NC(=O)[C@@H](O)CN)OC[C@]1(C)O
  3.9%[57.5 µM]	6.0%
- C[C@]1(C(=O)Nc2ccc(F)nc2)CCCN1c1nc(Nc2cc(C3CC3)[nH]n2)c2cccn2n1
  12.9%	8.4%
- CC1=CCC2C(C)(CO)CCCC2(CO)C1CO (stereo not given)
  -14.4%[57.5 µM]	-3.8%
- Cc1nnc(C(=O)NC(C)(C)c2nc(C(=O)NCc3ccc(F)cc3)c(O)c(=O)n2C)o1
  20.8%	8.9%
- CCOCCn1c(C2CCN(CCc3ccc(C(C)(C)C(=O)O)cc3)CC2)nc2ccccc21
  -12.2%[57.5 µM]	0.2%[53.3 µM]
- NCC(=O)Nc1ccc(-n2nc(C(F)(F)F)cc2-c2ccc3c(ccc4ccccc43)c2)cc1
  13.5%	-15.3%
- CCCCc1nc(Cl)c(CO)n1Cc1ccc(-c2ccccc2-c2nnn[nH]2)cc1
  0.5%[57.5 µM]	0.5%
- c1cnc(N2CCN(Cc3ccc4c(c3)OCO4)CC2)nc1
  -15.0%[57.5 µM]	-4.6%&-0.2%[53.3 µM]
- C[C@@H]1CCN(C(=O)[C@H](CCCN=C(N)N)NS(=O)(=O)c2cccc3c2NC[C@H](C)C3)[C@@H](C(=O)O)C1
  ?	-3.6%[53.3 µM]
- OCCOCCN1CCN(C2=Nc3ccccc3Sc3ccccc32)CC1
  19.0%[57.5 µM]	0.2%[53.3 µM]
- COc1nccc(-c2c(-c3ccc(F)cc3)ncn2C2CCNCC2)n1
  ?	-12.7%
- COc1cccc2c1C(=O)c1c(O)c3c(c(O)c1C2=O)C[C@@](O)(C(=O)CO)C[C@@H]3O[C@H]1C[C@H](N)[C@H](O)[C@H](C)O1
  ?	-13.8%[53.3 µM]
- CC(=O)O[C@@H]1C[C@@]23C[C@@]24CC[C@H](O[C@@H]2OC[C@H](O)[C@H](O)[C@H]2O)C(C)(C)[C@@H]4CC[C@H]3[C@]2(C)[C@@H](O)C34O[C@H](C[C@@H](C)[C@@H]3[C@@]12C)[C@@H](C(C)(C)O)O4
  -16.9%[57.5 µM]	-1.1%
- O=c1[nH]cc(F)c(=O)[nH]1
  ?	-9.1%&6.6%&-0.3%[53.3 µM]
- C=C(C(=O)O)C1CC2=C(C)CCCC2(C)C[C@@H]1O (stereo not given in full)
  -17.0%[57.5 µM]	-3.0%
- CCc1cnn2c(NCc3ccc[n+]([O-])c3)cc(N3CCCC[C@@H]3CCO)nc12
  19.4%[57.5 µM]	0.8%[53.3 µM]
- CCN(CC)CCCC(C)Nc1nc(C)cc(Nc2ccc3nc(C)cc(N)c3c2)n1 (stereo not given)
  ?	4.1%[53.3 µM]
- CCCCc1ccc2nc(NC(=O)OC)[nH]c2c1
  5.0%	0.9%&4.9%[53.3 µM]
- CCN(CC)Cc1ccc(C(=O)N(CCc2ccccc2OC)[C@@H]2CCNC2)cc1
  0.1%[29.8 µM]	-3.3%[53.3 µM]
- COC(=O)C1(C)c2[nH]c3ccccc3c2CCN1C(=O)CCl (stereo not given)
  -1.3%[57.5 µM]	-0.3%
- CCCCCCCC(=O)OCC(COC(=O)CCCCCCC)OC(=O)CCCCCCC
  -15.1%[57.5 µM]	-2.8%[53.3 µM]
- CCCC(O)C(CC)CO (stereo not given)
  3.5%[57.5 µM]	-11.5%[53.3 µM]
- CS[C@H]1SC[C@@H]2C(=O)N(C)[C@H](C(C)C)C(=O)OC[C@H](NC(=O)c3cnc4ccccc4n3)C(=O)N[C@H](C)C(=O)N(C)[C@@H]1C(=O)N(C)[C@H](C(C)C)C(=O)OC[C@H](NC(=O)c1cnc3ccccc3n1)C(=O)N[C@H](C)C(=O)N2C
  12.6%[57.5 µM]	-10.3%[53.3 µM]
- Nc1ccn([C@@H]2O[C@H](CO)[C@@H](O)[C@H]2O)c(=O)n1
  10.1%	15.9%[53.3 µM]
- O=c1cc(N2CCNCC2)oc2c(-c3ccccc3)cccc12
  ?	7.4%

Part of the list above, field by field.
O=C1NC(=O)C(=Cc2ccc(-c3ccc(F)cc3)o2)S1
  NTMT1 inhibitor: 21.5µM*; FH mod: -16.4%[53.3 µM]
COc1ccc(-c2c(C)nn3c(NCCN4CCOCC4)cc(C)nc23)cc1OC
  NTMT1 inhibitor: -12.9%[57.5 µM]; FH mod: -0.5%
COc1cc(/C=C/C(=O)OC2CC3CCC2(C)C3(C)C)ccc1O (stereo not given)
  NTMT1 inhibitor: 1.2%[29.8 µM]; FH mod: -7.7%[53.3 µM]
CC(=O)OC(C)C(C)(O)C(=O)O[C@@H]1CC[C@]2(C)CC(=O)C(=C(C)C)C[C@H]2[C@]1(C)OC(C)=O (stereo not given in full)
  NTMT1 inhibitor: -6.4%[29.8 µM]; FH mod: 3.2%[53.3 µM]

(continued)
Results follow in this order: NTMT1 inhibitor	FH mod
- C=C1CC[C@@H]2[C@](C)(CO)[C@H](O)CC[C@@]2(C)[C@@H]1CC(O)C1=CCOC1=O (stereo not given in full)
  15.0%[29.8 µM]	-1.1%[53.3 µM]
- CCCN(CCC)CCc1cccc2c1CC(=O)N2
  -3.4%[57.5 µM]	1.8%&0.0%[53.3 µM]
- CC(C)=CCC/C(C)=C/CC/C(C)=C/COC1OC(COC2OCC(OC3OCC(O)C(O)C3O)C(O)C2O)C(O)C(OC2OC(C)C(OC3OC(C)C(OC4OCC(OC5OC(C)C(O)C(O)C5O)C(O)C4O)C(O)C3O)C(O)C2O)C1O (stereo not given)
  ?	11.4%[13.5 µM]
- CC(C)Oc1ccc2c(=O)c(-c3ccccc3)coc2c1
  4.5%&8.5%&1.8%[57.5 µM]	-4.6%&0.9%&0.3%[53.3 µM]
- Cc1ccnc(NC(=O)C(C)c2cccc(C(=O)c3ccccc3)c2)c1 (stereo not given)
  6.2%[57.5 µM]	-4.0%
- O=C(O)CC1CCC(c2ccc(-c3ccc4nc(C(=O)NCc5ccc(OC(F)(F)F)cc5)cn4c3)cc2)CC1 (stereo not given)
  4.7%[57.5 µM]	0.2%
- C[C@@H]1O[C@@H](O[C@H]2[C@H](OC(=O)[C@]34CCC(C)(C)C[C@H]3C3=CCC5[C@@]6(C)CC[C@H](O[C@@H]7O[C@H](C(=O)O)[C@@H](O)[C@H](O)[C@H]7O[C@@H]7O[C@H](CO)[C@H](O)[C@H](O)[C@H]7O)[C@@](C)(C=O)C6CC[C@@]5(C)[C@]3(C)C[C@H]4O)O[C@H](C)[C@H](O[C@@H]3O[C@H](C)[C@H](O)[C@H](O)[C@H]3O)[C@@H]2O)[C@H](O)[C@H](O)[C@H]1O[C@@H]1OC[C@@H](O)[C@H](O[C@@H]2O[C@H](CO)[C@@H](O)[C@H](O)[C@H]2O)[C@H]1O (stereo not given in full)
  12.5%[6.45 µM]	2.8%[13.5 µM]
- O=C(c1ccc(C#Cc2cccc(F)c2)cn1)N1CC2CC2C1 (stereo not given)
  7.5%[57.5 µM]	-2.6%
- CC12CCC(OC3OC(CO)C(O)C(O)C3OC3OC(CO)C(O)C(O)C3O)CC1CCC1C2CCC2(C)/C(=C3/COC(=O)C3)CCC12O (stereo not given)
  7.2%[12.6 µM]	-1.0%[20.6 µM]
- COC(=O)c1cc(Br)cnc1N1CCC(NC2CCCCC2)C(O)C1 (stereo not given)
  -2.2%[57.5 µM]	2.6%
- CC(=O)[C@H]1CC[C@H]2[C@@H]3C=CC4=CC(=O)CC[C@@]4(C)[C@@H]3CC[C@]12C
  ?	-0.9%
- C/C=C/C=C/C=C/C(=O)O[C@@H]1C=C(CO)[C@](O)(CO)[C@@]2(C)CCCC(C)(C)[C@H]12
  -9.2%[29.8 µM]	-4.3%[53.3 µM]
- CC(c1cc2ccccc2s1)N(O)C(N)=O (stereo not given)
  -4.5%	16.8%&-3.0%[53.3 µM]
- Nc1ccccc1NC(=O)c1ccc(CNc2nccc(-c3cccnc3)n2)cc1
  1.4%	5.4%
- O=C1CCc2ccc(OCCCCN3CCN(c4cccc(Cl)c4Cl)CC3)cc2N1
  8.8%	4.8%&-20.3%[53.3 µM]
- CC(C)NCC(O)c1ccc(NS(C)(=O)=O)cc1 (stereo not given)
  16.3%	-6.4%&14.2%[53.3 µM]
- O=S(=O)(O)CCSSCCS(=O)(=O)O
  27.7%[57.5 µM]	-4.9%[53.3 µM]
- CC1(C)CC(NC(=O)C(=O)Nc2ccc(Br)cc2)CC(C)(C)N1
  -2.2%[57.5 µM]	5.0%
- C[N+](C)(C)CCOC(N)=O
  28.1%[57.5 µM]	-14.5%&-2.3%[53.3 µM]
- C=C(C(=O)O)C1CCC2(C)CCCC(C)(O)C2C1 (stereo not given)
  8.2%[57.5 µM]	-1.3%
- CC(=O)OCC1(O)CCC2C(COC3OC(CO)C(O)C(O)C3OC(=O)/C=C/c3ccc(O)cc3)=COC(OC(=O)CC(C)C)C21 (stereo not given)
  ?	2.4%[20.6 µM]
